# Source: PubChem (several laboratories)
# Exocytosis inh: LAMP-1 surface exposure blockers, TALL-104 cells – cell-based, flow cytometry, MLPCN library, primary screen | TALL-104 LAMP-1 surface exposure; cells stimulated with thapsigargin and PMA | inhibition, % at 10 µM | 360,000 compounds, 0.66% hits;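 active = inhibition above about 55%, limit read from the data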
# Vif inh: HIV Vif self-association inhibitors, primary screen, imaging, HEK293T, single point. inhibition, % at 7.49 µM. HEK293T cells, Vif self-association by quenched fluorescence, 24 h. 340,000 compounds, 0.35% hits; in the data active = inhibition above about 50%, passing the limit was not always enough; also: some results filed as inactive read as strong as hits
# Glyco luc inh: increase of ERlucT glycosylation luciferase signal, primary screen, N-linked glycosylation inhibitor project, D54 ERlucT cells, luminescence, set 2. reporter increase, % at 12.5 µM. D54 ERlucT glycosylation luciferase reporter, 24 h; percent of 100 nM tunicamycin response. 360,000 compounds, 0.23% hits;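 active = mean luciferase reporter signal, scaled so untreated is 0 and the glycosylation-blocking control 100, at or above a set limit in every replicate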;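 also: luciferase carries N-glycosylation sites so blocking glycosylation raises the light; 0% = median of neutral control wells and 100% = median of 100 nM tunicamycin wells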
# aDG glyco up: activators of alpha-DG glycosylation, primary screen, uHTS, Pro5-aDG cells, AlphaScreen; 360,000 compounds, 0.22% hits; alpha-DG glycosylation AlphaScreen (IIH6); 0% Pro5, 100% B10-LARGE cell signal; activation, % at 10 µM;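 active = activation of at least 8% versus controls, or a plate z-score of at least 8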;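 also: Pro5 are CHO cells carrying HIG-tagged alpha-DG that lacks glycosylation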
# TLR9-MyD88 inh: inhibitors of TLR9-MyD88 association in cells, primary screen, cell-based, CHO, BLA complementation, fluorescence; CCF4 FRET ratio; Toll-like receptor 9 (Homo sapiens) + Myeloid differentiation primary response protein …; inhibition, % at 4.98 µM; 340,000 compounds, 0.21% hits;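 active = inhibition above the mean over all tested compounds plus 3 SD, cut at about 21% in these data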;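 also: 0% = DMSO only wells and 100% = clavulanate BLA inhibitor control wells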
# MC4R antag cAMP: MC4R antagonists of cAMP signaling, primary screen, cell-based, TR-FRET, antagonist arm of biased-ligand search; MC4R-expressing cells, MTII-stimulated cAMP, LANCE TR-FRET; inhibition, % at 6.5 µM; 360,000 compounds, 0.48% hits; AID 540295, 2011;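 active = inhibition above its plate's cutoff, the mean of tested wells on that plate plus 3 SD, cut at about 29% in these data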;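 also: 0% = Melanotan II alone and 100% = Melanotan II plus saturating MCL0020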
#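 System: U2OS cells stably expressing human melanocortin 4 receptor (MC4R). Reagent: Melanotan II challenge after compound preincubation. Doses: 6.5 µM. Times: 30-min compound, 1-h challenge, 1-h detection, room temperature. Measured by: TR-FRET with Eu-cAMP and labeled anti-cAMP, 671 nm. Replicates: singlicate.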
# MC4R barr agon: MC4R agonists recruiting beta-arrestin, primary screen, cell-based, luminescence, agonist arm of biased-ligand search | U2OS MC4R beta-arrestin complementation; percent of melanotan II response, DMSO zero | activation, % at 8.9 µM | Melanocortin receptor 4 (Homo sapiens), P32245 | 360,000 compounds, 0.98% hits;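 active = activation above a per-plate cutoff, the mean activation of sample wells on that plate plus 3 SD, cut at about 8% in these data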
# NOD2 RIPK2 PPI: NOD2-RIPK2 binding disruptors in cells, primary screen, fluorescence, CHO cells, BLA complementation; CCF4 ratio; inhibition, % at 4.98 µM; 360,000 compounds, 0.38% hits; AID 624267, 2012; in the data active = inhibition above about 21%;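 also: 0% = vehicle only and 100% = reference blocker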
# ABHD5 PLIN5 PPI: ABHD5-PLIN5 interaction inhibitors, primary screen, cell lysate, split luciferase complementation, luminescence. Split G. princeps luciferase complementation, 4 h. 360,000 compounds, 0.78% hits. inhibition, % at 4 µM. AID 602281, 2012;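 active = inhibition above the mean inhibition across every tested compound plus 3 SD, cut at about 22% in these data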;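 also: 0% = DMSO only wells and the 100% control is not disclosed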
# Target sequence (Q00G26 whole entry, looked up): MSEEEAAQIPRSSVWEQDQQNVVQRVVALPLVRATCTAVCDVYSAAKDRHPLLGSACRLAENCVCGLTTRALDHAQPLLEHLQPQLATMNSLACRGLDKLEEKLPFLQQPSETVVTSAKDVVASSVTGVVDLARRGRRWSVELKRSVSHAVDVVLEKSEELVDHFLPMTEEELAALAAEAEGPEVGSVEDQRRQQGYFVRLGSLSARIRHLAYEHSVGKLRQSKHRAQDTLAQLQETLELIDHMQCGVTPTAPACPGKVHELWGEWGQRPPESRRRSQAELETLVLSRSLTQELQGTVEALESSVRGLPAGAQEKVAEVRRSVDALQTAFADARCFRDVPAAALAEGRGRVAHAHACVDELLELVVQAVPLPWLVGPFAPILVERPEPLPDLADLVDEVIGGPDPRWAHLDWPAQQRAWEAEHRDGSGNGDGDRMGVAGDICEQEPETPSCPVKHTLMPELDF
# Target sequence (Q8WTS1 whole entry, looked up): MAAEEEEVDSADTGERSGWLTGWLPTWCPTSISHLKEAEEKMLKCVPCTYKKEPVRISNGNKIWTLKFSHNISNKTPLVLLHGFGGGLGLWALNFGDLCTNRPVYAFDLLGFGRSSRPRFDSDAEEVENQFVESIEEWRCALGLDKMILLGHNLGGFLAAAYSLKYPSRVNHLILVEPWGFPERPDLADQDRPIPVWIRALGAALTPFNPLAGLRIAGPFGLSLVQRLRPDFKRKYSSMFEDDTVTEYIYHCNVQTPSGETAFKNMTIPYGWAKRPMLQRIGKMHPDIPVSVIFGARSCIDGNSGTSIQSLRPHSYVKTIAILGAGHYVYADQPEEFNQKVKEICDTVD
# ABCB6 inh MLPCN: ABCB6 transporter inhibitors, primary screen, K562-ABCB6 cells, flow cytometry, MLPCN library. 360,000 compounds, 0.19% hits. fluorescence ratio to DMSO, % at 10 µM. AID 602162, 2011. ATP-binding cassette sub-family B member 6 (Homo sapiens), Q9NP58. K562-ABCB6 porphyrin accumulation, 1 h; hits give low values;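 active = fluorescence ratio to DMSO below 75%, the collection mean minus 3 SD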;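 also: signal is porphyrin accumulated inside mitochondria; 100% equals median channel fluorescence of DMSO control wells; lower ratio means ABCB6 inhibition with less porphyrin fluorescence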
# * marks the source's active call; other numbers are inactive results; . = no result given.
Exocytosis inh	Vif inh	Glyco luc inh	aDG glyco up	TLR9-MyD88 inh	MC4R antag cAMP	MC4R barr agon	NOD2 RIPK2 PPI	ABHD5 PLIN5 PPI	ABCB6 inh MLPCN	molecule
-5.9	-8.1	0.7	-0.1	1.6	-0.4	0.8	-1.4	-4.4	88.0	COc1ccc(CNC(=O)C[C@H]2C(=O)N(CCc3ccccc3)C[C@@H]2Cc2ccccc2)cc1
-0.6	-1.4	-3.5	0.1	15.6	4.6	-2.5	9.3	-9.3	98.0	CCc1ccc(NC(=O)C2CCN(S(=O)(=O)c3ccc4c(c3)N(C(C)=O)CCO4)CC2)cc1
2.2	.	0.1	-0.1	-5.3	4.5	0.3	-4.5	-5.5	104.0	Cc1ccc(C2CC2C(=O)NN)cc1 (configuration not stated)
-4.7	1.7	-3.9	-0.1	-19.9	12.3	0.9	-8.0	7.4	89.0	COc1ccccc1C(=O)Nc1ccc2nc3n(c(=O)c2c1)CCCC3
-1.7	-1.1	1.1	-0.5	8.7	3.3	-0.4	-6.9	10.1	93.0	COc1ccc(NC(=O)CCNS(=O)(=O)c2cc(Br)cnc2N)cc1OC
-0.7	-2.5	-2.3	0.1	4.2	-2.2	-2.0	3.3	-1.0	91.0	COc1ccc2nc(NC(=O)CCn3cccc3)sc2c1
5.9	-2.3	-1.4	-0.4	-6.0	7.0	-1.5	-13.4	-3.4	102.0	COc1ccc(NC(=S)N(CCCN2CCOCC2)Cc2cn(C)c3ccccc23)cc1OC
-2.9	0.3	0.9	0.1	4.0	-8.2	1.6	-6.9	0.4	95.0	COC(=O)c1ccccc1NC(=O)N1CCN(c2ccccc2)CC1
-7.7	10.7	0.2	0.0	-7.3	0.1	0.2	11.2	0.0	96.0	COC(=O)[C@H](CCSC)NC(=O)[C@@H](Cc1cnc[nH]1)NC(=O)OCc1ccccc1
4.0	-4.0	2.5	-0.2	1.3	0.2	-1.5	-3.8	-6.2	98.0	CCC(CC)C(=O)Nc1nnc(S(=O)(=O)N2CCCC2)s1
-0.3	-3.1	0.4	-0.2	0.8	6.6	-1.3	9.5	3.5	101.0	CC(=O)N1C(C)(C)CC(=NOC(=O)c2ccc(C)cc2)CC1(C)C
-0.4	-0.3	1.6	0.4	10.6	6.2	-0.5	-14.9	2.0	97.0	O=C(NCCCn1ccnc1)Nc1cccc2ccccc12
-0.1	-2.3	3.1	0.9	4.0	-0.6	-1.6	-3.6	-7.1	95.0	O=C(CSc1nc2[nH]c(=O)cc(O)c2s1)Nc1ccc(Cl)c(C(F)(F)F)c1
-5.2	.	2.3	0.0	-0.1	-6.1	-3.5	-4.4	3.9	100.0	COc1ccc(C(=O)CSc2nnc(CNC(=O)c3ccc(OC)cc3)n2C)cc1
1.6	-0.4	0.1	-0.2	-3.7	2.9	-1.0	-2.1	-0.3	89.0	COc1ccccc1CN1CCSCC1
-1.6	4.9	-1.1	-0.2	-1.6	4.0	1.1	-7.0	-7.2	98.0	CC(C)(C)OC(=O)N[C@@H](Cc1ccccc1)C(=O)N1CCC(C(=O)N[C@@H](CCC(N)=O)C(=O)O)CC1
-1.4	-5.3	-0.9	-0.1	1.1	4.7	0.0	11.7	-6.3	101.0	O=C1NC(=O)C(CSc2ccccc2)(c2ccccc2)N1 (configuration not stated)
5.5	-5.7	0.9	-0.1	-1.1	5.6	-3.2	-4.0	-8.9	94.0	COc1ccc2[nH]c(=O)c(CN(CC3CCCO3)C(=O)Nc3ccccc3)cc2c1 (configuration not stated)
-2.0	-2.6	3.4	-0.3	-4.4	8.0	-0.2	7.0	-0.2	103.0	CC(=O)NCC1CCCN(c2nc3nonc3nc2N(C)Cc2ccccc2)C1 (configuration not stated)
0.7	-7.7	-1.7	-0.3	-5.8	-29.8	-1.1	1.8	-4.0	97.0	Nc1[nH][nH]c(=O)c1N=Nc1ccc2c(c1)OCO2
36.4	.	1.6	-0.2	.	.	.	1.8	26.8*	99.0	COc1ccc(Cc2c(-c3ccco3)nc3ccc(Cl)cn23)c(C)c1
6.5	2.2	3.2	0.0	1.2	3.9	0.7	5.7	-7.7	94.0	CN(C)CCN(C(=O)CN1C(=O)c2ccccc2C1=O)c1nc2cc3c(cc2s1)OCCO3
-3.2	17.4	0.2	-0.2	0.2	-5.4	2.1	-2.2	21.2	101.0	Nc1[nH]nc2c1NN(c1ccc(Cl)cc1Cl)N2
5.4	6.2	23.0	-0.2	8.8	-14.6	-0.8	-7.1	15.7	94.0	COc1cc(C2=NOC(C(=O)NCc3ccco3)C2)cc(OC)c1OC (configuration not stated)

# For convenience, 2 of the compounds above:
Exocytosis inh	Vif inh	Glyco luc inh	aDG glyco up	TLR9-MyD88 inh	MC4R antag cAMP	MC4R barr agon	NOD2 RIPK2 PPI	ABHD5 PLIN5 PPI	ABCB6 inh MLPCN	molecule
-5.2	.	2.3	0.0	-0.1	-6.1	-3.5	-4.4	3.9	100.0	COc1ccc(C(=O)CSc2nnc(CNC(=O)c3ccc(OC)cc3)n2C)cc1
1.6	-0.4	0.1	-0.2	-3.7	2.9	-1.0	-2.1	-0.3	89.0	COc1ccccc1CN1CCSCC1

# Next part:
Exocytosis inh	Vif inh	Glyco luc inh	aDG glyco up	TLR9-MyD88 inh	MC4R antag cAMP	MC4R barr agon	NOD2 RIPK2 PPI	ABHD5 PLIN5 PPI	ABCB6 inh MLPCN	molecule
-0.4	-3.5	-14.2	-0.7	-7.9	8.2	20.6*	-2.6	-11.2	98.0	COC(=O)C1=C(C)N(Cc2ccccc2)C(=NCc2cccc(C(F)(F)F)c2)N[C@H]1c1cccc(C(F)(F)F)c1
-1.1	-10.4	2.2	-0.3	-8.9	1.4	-0.5	1.2	-3.5	96.0	O=C(/C=C\c1ccc(-c2cccc([N+](=O)[O-])c2)o1)N1CCOCC1
0.4	19.2	1.6	-0.1	-2.9	0.9	0.8	-14.1	-3.3	94.0	CCC1(c2ccccc2)NC(=O)N(CC(=O)Nc2ccccc2N2CCCC2)C1=O (configuration not stated)
0.3	-8.6	1.3	-0.1	-5.8	-15.9	-1.0	-5.2	14.7	96.0	Cc1ccc(Nc2nc(N)c(C#N)c(CC#N)c2C#N)cc1
1.9	-4.1	0.7	0.0	-4.8	9.8	-0.1	2.4	0.9	100.0	Cc1ccc2nc(-c3ccccc3)c(CC(=O)O)c(C(=O)O)c2c1
0.2	-6.3	-0.4	-0.2	-4.9	14.7	-0.8	-14.0	-5.1	99.0	[O-]/[N+](=C\c1ccccc1)[C@@H]1CCCC[C@@H]1/[N+]([O-])=C/c1ccccc1
-0.9	-2.4	0.1	-0.1	.	1.8	0.1	-5.3	-1.4	97.0	CCCNC(=O)C1(C)CCCN(C(=O)c2cccc(C(F)(F)F)c2)C1 (configuration not stated)
-1.7	-2.9	0.0	0.1	-3.0	7.2	-4.2	2.4	-0.1	99.0	COc1ccc(N2CCN(C(=O)CSc3nnc(NC(=O)C4CC4)s3)CC2)cc1
-3.9	-0.6	-7.7	-0.1	-5.7	10.9	1.4	-1.7	-3.1	103.0	COC(=O)c1ccccc1NC(=S)N(Cc1ccc2c(c1)OCO2)Cc1cc2cc(C)ccc2[nH]c1=O
-3.2	17.8	-1.4	0.0	-4.0	-1.5	-1.2	-11.1	0.1	98.0	CCN1CCN(CCCCOc2ccccc2F)CC1
-8.5	-1.2	4.5	0.1	6.9	9.2	-1.3	-2.9	3.9	96.0	CC(=O)Nc1ccc(Nc2cc(C)nc3ccccc23)cc1
-1.7	-0.7	-0.8	0.0	-2.3	13.4	1.6	-3.1	5.9	102.0	CC(=O)Nc1ccc(-c2cc(C(=O)O)c3cc4ccccc4cc3n2)cc1
-5.4	0.1	-0.3	-0.1	1.0	-3.4	-2.3	-10.2	-4.3	101.0	CC(=O)NC12CC3CC(C1)CC(C(=O)N1CCN(c4ncccn4)CC1)(C3)C2
4.2	4.8	-0.3	-0.1	1.4	7.3	-0.3	0.7	5.9	102.0	Cc1cccc(C)c1NC(=O)C1CCCNC1 (configuration not stated)
-2.5	-7.5	-1.2	1.8	-10.8	13.5	-0.3	0.9	2.6	100.0	COc1ccc2c(c1)c(=O)oc1cc(OCC(=O)NC3CCCCC3)ccc12
3.8	-1.4	0.1	-0.2	-1.0	3.7	-0.4	-8.0	0.2	89.0	C=CCn1c(SCC(=O)Nc2cc(NC(C)=O)ccc2OC)nnc1-c1ccccn1
-2.1	12.9	2.3	0.6	5.0	-7.5	-2.5	1.4	-2.7	101.0	COc1ccc(N(C(=O)/C=C/c2ccc(OC)c(OC)c2)C2=CC3CCC(C2)N3C)cc1 (configuration not stated)
0.7	-7.3	-0.6	0.5	5.1	-4.1	-2.8	2.7	-1.1	96.0	Cc1ccccc1OCc1nnc(SCC(=O)Nc2ccc(N3CCOCC3)c(Cl)c2)n1C
-2.1	-1.7	-0.7	-0.1	-10.9	-1.9	-4.6	7.4	-0.2	104.0	O=C(CNCc1ccncc1)Nc1cc(S(=O)(=O)N2CCCCC2)ccc1Cl
-5.1	2.9	-1.5	0.1	-3.3	-24.8	-0.6	-11.5	9.6	107.0	COCCNC(=S)N/N=C/c1c(C)[nH]c2ccccc12
-4.5	-3.5	0.0	0.2	-5.2	6.8	-1.2	-4.1	2.3	98.0	O=C(CSc1nc2ccc(Nc3nc(N4CCCC4)nc(N4CCCC4)n3)cc2s1)NCc1ccco1
-1.3	-19.7	0.6	0.1	-4.5	2.8	-1.8	-9.2	3.8	90.0	O=C(CN1C(=O)NC2(CCc3ccccc32)C1=O)Nc1ccccc1OC(F)F (configuration not stated)
0.9	-10.4	0.7	0.3	9.2	13.7	0.3	-0.3	2.6	90.0	O=C(N/N=C\c1ccc(Cl)cc1)C1=NOC2COC3(CCN(c4ccc([N+](=O)[O-])cc4)CC3)OCC12 (configuration not stated)
-1.5	-14.3	0.7	0.0	-3.7	0.1	-2.3	8.6	1.8	90.0	COc1ccc(C)cc1Cn1nnc2ccccc21
2.4	1.9	-10.7	2.3	-3.4	1.8	-1.9	-3.7	0.4	99.0	CC1CCN(C(=O)c2ccc(S(=O)(=O)Cc3ccccc3F)c([N+](=O)[O-])c2)CC1
23.0	-3.3	-8.5	2.5*	7.4	-17.4	-4.6	-3.0	0.7	95.0	COc1cc(/C=C/c2ccc3cccc(O)c3n2)cc(Cl)c1OC
-0.2	4.0	-0.1	0.1	7.5	5.4	-0.3	3.0	0.5	92.0	Cc1cc(NC(=O)CN2C(=O)C3CC=CCC3C2=O)no1 (configuration not stated)
3.1	-1.1	7.2	-0.2	-3.8	-6.7	1.6	0.1	-10.9	107.0	CN1CCCCC1CCN1c2ccccc2Sc2ccc(S(C)=O)cc21 (configuration not stated)

# These rows are one share of the data; rates above refer to the full screens.
